# Screening data as filed in PubChem BioAssay.
# IDH1 R132H inh: inhibitors of IDH1 R132H reductase, primary screen, biochemical, plate reader, single point; Isocitrate dehydrogenase [NADP] cytoplasmic (Homo sapiens), O75874; actives 0.18% (n = 70,000); inhibition, % at 10 µM; diaphorase/resazurin fluorescence, 60 min; in the data active means inhibition above about 34%;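 further: 0% = DMSO and 100% = no enzyme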
# Target sequence (O75874 whole entry R132H): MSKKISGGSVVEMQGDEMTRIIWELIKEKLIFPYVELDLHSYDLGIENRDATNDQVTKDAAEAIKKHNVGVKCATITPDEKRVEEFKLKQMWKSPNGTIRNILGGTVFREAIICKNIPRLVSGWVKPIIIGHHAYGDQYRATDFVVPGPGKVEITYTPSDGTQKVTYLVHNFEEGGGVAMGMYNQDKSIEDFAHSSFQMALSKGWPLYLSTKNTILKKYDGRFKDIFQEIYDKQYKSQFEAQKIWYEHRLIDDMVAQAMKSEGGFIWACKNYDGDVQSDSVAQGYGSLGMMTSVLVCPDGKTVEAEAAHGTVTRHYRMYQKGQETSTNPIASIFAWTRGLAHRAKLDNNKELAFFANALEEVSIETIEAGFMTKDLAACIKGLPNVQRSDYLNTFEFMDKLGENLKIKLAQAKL
# PRC2 inh: EZH2/PRC2 methyltransferase inhibitors, primary screen, biochemical, DELFIA time-resolved fluorescence, single point. inhibition, % at 12.5 µM. actives 0.35% (n = 57,000). PRC2 H3K27 methylation, DELFIA TRF, 1 h. Histone-lysine N-methyltransferase EZH2 (Homo sapiens), Q15910;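 active means mean inhibition of replicates at least 50% and every single replicate also reaching 50%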;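 further: dimethyl H3K27 on biotinylated H3 21-44 peptide detected by antibody; plate controls were median neutral control wells for no effect and median positive control wells for full effect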
# * marks the source's active call; other numbers are inactive results; x = no result given.
SMILES,IDH1 R132H inh,PRC2 inh
CN(C)c1ccc2c(c1)[C@H]1C[C@H](CC(=O)NCc3ccc4c(c3)OCO4)O[C@@H](CO)[C@H]1O2,-2.5,-2
Cc1noc(C)c1NC(=O)N(C)C[C@@H]1Oc2ccc(NS(=O)(=O)c3ccc(Cl)cc3)cc2C(=O)N([C@@H](C)CO)C[C@@H]1C,0.7,x
COc1ccc(OC(C)c2nc(-c3ccncc3)no2)cc1 (stereo not given),3.1,x
Cc1nn(Cc2ccccc2)c(C)c1CCC(=O)O,0.0,x
CC(=O)c1cccc(NC(=O)NCc2cnn(C)c2)c1,-0.1,x
CO[C@H]1CN(C)C(=O)c2ccc(NS(=O)(=O)c3ccccc3)cc2OC[C@@H](C)N(C(=O)NC(C)C)C[C@@H]1C,-0.4,-4
C=CCn1c(=S)[nH]c2sc3c(c2c1=O)CC(C)(C)OC3,0.8,-2
CC(C)NC(=O)Nc1cccc2c1O[C@@H](CN(C)Cc1ccc(C(=O)O)cc1)[C@H](C)CN([C@H](C)CO)C2=O,2.5,x
C=CC[C@]1(C(=O)N(C)C)COC(c2ccc(OCCCO)cc2)=N1,x,5
COCc1cn(CC[C@@H]2CC[C@H](NC(=O)CCN3CCCCC3)[C@@H](CO)O2)nn1,68*,7
COC(=O)C1=CO[C@@H](O[C@@H]2O[C@H](CO)[C@@H](O)[C@H](O)[C@H]2O)[C@@H]2[C@@](C)(O)[C@@H](OC(=O)/C=C/c3ccc(OC)c(O)c3)C[C@]12O,-0.8,52*
COc1cccc(CNC(=O)C[C@@H]2C=C[C@H](NC(=O)C3CCC3)[C@H](CO)O2)c1,0.1,-9
CO[C@H]1CN(C)C(=O)c2ccc(NC(C)=O)cc2OC[C@H](C)N(Cc2cccnc2)C[C@@H]1C,0.2,0
C=CC[C@]12N=C(c3ccc(OCCCO)cc3)O[C@H]1c1ccccc1CN(CCS(=O)(=O)c1ccccc1)C2=O,x,0
CCC(=O)N[C@@H]1CC[C@@H](CCNC(=O)Nc2ccc(F)cc2)O[C@@H]1CO,0.0,24
COc1cc2ncnc(Nc3ccc(Cl)cc3F)c2cc1OC,0.6,3
CO[C@@H]1CN(C)C(=O)c2ccc(NC(=O)C3CCC3)cc2OC[C@@H](C)N(C(=O)NC(C)C)C[C@@H]1C,0.1,2
C[C@@H]1CCCCO[C@@H](CN(C)C(=O)Cc2ccccc2)[C@@H](C)CN([C@@H](C)CO)C(=O)c2cc(NS(=O)(=O)c3ccccc3)ccc2O1,-1.5,x
Cc1noc(C)c1NC(=O)Nc1ccc2c(c1)CC(=O)N([C@@H](C)CO)C[C@H](C)[C@@H](CN(C)C(=O)Nc1ccc(C(F)(F)F)cc1)O2,-0.3,x
C[C@@H]1CN([C@@H](C)CO)C(=O)c2cccc(NC(=O)Nc3ccc(C(F)(F)F)cc3)c2O[C@@H]1CN(C)C(=O)Nc1ccccc1,x,-25
Cc1ccc(Cl)c(Nc2ccccc2C(=O)O)c1Cl,-0.1,13
COc1ccc(S(=O)(=O)Nc2ccc3c(c2)C(=O)N([C@@H](C)CO)C[C@@H](C)[C@@H](CN(C)C(=O)NC(C)C)O3)cc1,-0.9,x
C[C@H]1CN([C@@H](C)CO)C(=O)c2cc(-c3cccc(C#N)c3)cnc2O[C@H]1CN(C)Cc1ccncc1,1.7,-10
C[C@@H]1CN([C@@H](C)CO)C(=O)c2ccccc2-c2ccccc2CO[C@H]1CN(C)S(=O)(=O)c1ccc(C#N)cc1,x,-11
COCC(=O)Nc1ccc2c(c1)OC[C@H](C)N(C(=O)C1CCCC1)C[C@@H](C)[C@@H](OC)CN(C)C2=O,x,-9

# Shown bar-delimited: part of the list above.
SMILES | IDH1 R132H inh | PRC2 inh
Cc1ccc(Cl)c(Nc2ccccc2C(=O)O)c1Cl | -0.1 | 13
COc1ccc(S(=O)(=O)Nc2ccc3c(c2)C(=O)N([C@@H](C)CO)C[C@@H](C)[C@@H](CN(C)C(=O)NC(C)C)O3)cc1 | -0.9 | x
C[C@H]1CN([C@@H](C)CO)C(=O)c2cc(-c3cccc(C#N)c3)cnc2O[C@H]1CN(C)Cc1ccncc1 | 1.7 | -10

# The list goes on:
SMILES,IDH1 R132H inh,PRC2 inh
Cc1ccc(S(=O)(=O)N[C@@H]2CC[C@H](CCn3cc(-c4cccnc4)nn3)O[C@@H]2CO)cc1,-0.7,12
C[C@H]1CN([C@@H](C)CO)C(=O)c2cc(-c3ccccc3)cnc2O[C@H]1CN(C)C(=O)NC1CCCC1,-0.2,x
C#Cc1cccc(Nc2ncnc3cc(OC)c(OC)cc23)c1,-0.8,8
CCCC#Cc1ccc2c(c1)O[C@H](CN(C)C(=O)c1ccccc1F)[C@@H](C)CN([C@@H](C)CO)S2(=O)=O,0.0,-13
C[C@H]1CN([C@@H](C)CO)S(=O)(=O)c2ccc(-c3ccccc3)cc2O[C@@H]1CN(C)C(=O)c1ccccc1F,x,-19
C[C@H](O)C#Cc1ccc2c(c1)O[C@@H](CN(C)Cc1ccccc1)[C@H](C)CN([C@@H](C)CO)S2(=O)=O,x,6
Cc1nc(SCC(=O)N2c3ccccc3CCc3ccccc32)n[nH]1,5.2,-3
CC(=O)c1ccc(NC(=O)CC2Nc3cccc4cccc(c34)NC2=O)cc1 (stereo not given),-0.6,-2
CO[C@@H]1CN(C)C(=O)c2cc(NC(=O)NC3CCCCC3)ccc2OC[C@@H](C)N(C(C)=O)C[C@@H]1C,0.4,-4
C[C@@H]1CCCCO[C@@H](CN(C)C(=O)c2ccccc2)[C@@H](C)CN([C@@H](C)CO)C(=O)c2cc(NC(=O)Nc3ccc(F)cc3)ccc2O1,-1.6,x
COc1cccc(C(=O)Nc2ccc3c(c2)C(=O)N(C)C[C@H](OC)[C@H](C)CN(C)[C@H](C)CO3)c1,0.1,1
C[C@@H]1CN([C@@H](C)CO)C(=O)c2cc(-c3cccc(C#N)c3)cnc2O[C@@H]1CN(C)C(=O)c1cnccn1,-3.0,8
Fc1ccccc1OCCCCSc1ncccn1,1.0,x
COc1ccc(S(=O)(=O)N(C)CC(=O)Nc2ccccc2SC)cc1Cl,-0.6,6
CO[C@@H]1CN(C)C(=O)c2ccc(NC(=O)C3CCCCC3)cc2OC[C@@H](C)NC[C@@H]1C,0.1,-1
C[C@@H]1CN([C@H](C)CO)C(=O)c2cc(N(C)C)ccc2O[C@@H](C)CCCCO[C@@H]1CN(C)C(=O)CCCN(C)C,-2.9,1
O=C(Nc1ccc2c(c1)[C@@H]1C[C@@H](CC(=O)N3CCOCC3)O[C@H](CO)[C@@H]1O2)NC1CCCCC1,-0.3,14
O=C(NCCN1CCOCC1)c1ccc(Cl)c(S(=O)(=O)N2CCOCC2)c1,0.0,x
C[C@H](CO)N1C[C@H](C)[C@@H](CN(C)S(=O)(=O)c2cn(C)cn2)Oc2ccc(NC(=O)Cn3cnnn3)cc2CC1=O,-13,x
C[C@H](CO)N1C[C@H](C)[C@H](CN(C)C(=O)Nc2ccc(C(F)(F)F)cc2)Oc2ccc(NS(=O)(=O)c3ccccc3)cc2CC1=O,1.1,x
COC(=O)c1ccccc1NC(=O)Cn1ccc([N+](=O)[O-])n1,0.0,24
COc1ccccc1N1CCN(CCN2C(=O)CC3(CCCC3)CC2=O)CC1,0.6,-23
CC(C)NC(=O)NCC[C@@H]1CC[C@@H](NC(=O)c2ccc(F)cc2)[C@H](CO)O1,0.5,0
O=C(CSc1nc2c(c(C(F)(F)F)n1)CCCC2)N1c2ccccc2Sc2ccccc21,0.5,3
C[C@H](CO)N1C[C@H](C)[C@@H](CN(C)S(C)(=O)=O)OCCCC[C@H](C)Oc2ccc(NC(=O)c3ccccc3)cc2C1=O,1.2,13

# 2 records drawn at random from those above, as already listed:
SMILES,IDH1 R132H inh,PRC2 inh
O=C(CSc1nc2c(c(C(F)(F)F)n1)CCCC2)N1c2ccccc2Sc2ccccc21,0.5,3
COC(=O)c1ccccc1NC(=O)Cn1ccc([N+](=O)[O-])n1,0.0,24

# Record cards (already shown).
# CO[C@H]1CN(C)C(=O)c2ccc(NS(=O)(=O)c3ccccc3)cc2OC[C@@H](C)N(C(=O)NC(C)C)C[C@@H]1C as listed: IDH1 R132H inh: -0.4; PRC2 inh: -4
# O=C(Nc1ccc2c(c1)[C@@H]1C[C@@H](CC(=O)N3CCOCC3)O[C@H](CO)[C@@H]1O2)NC1CCCCC1 as listed: IDH1 R132H inh: -0.3; PRC2 inh: 14

# Later entries.
SMILES,IDH1 R132H inh,PRC2 inh
COCCNC(=O)C[C@@H]1C[C@H]2c3cc(NS(=O)(=O)c4ccc(F)cc4)ccc3O[C@H]2[C@H](CO)O1,-0.9,-10
Cc1ccc(S(=O)(=O)N(C)C[C@H]2Oc3ncc(Br)cc3C(=O)N([C@@H](C)CO)C[C@@H]2C)cc1,-0.6,0
CNC[C@H]1Oc2c(NC(=O)c3ccncc3)cccc2C(=O)N([C@H](C)CO)C[C@@H]1C,1.9,9
CO[C@H](CN(C)C(=O)c1ccccc1F)[C@@H](C)CN([C@@H](C)CO)S(=O)(=O)c1ccc(C)cc1,0.0,-6
CCCNC(=O)Nc1ccc2c(c1)OC[C@@H](C)N(CCC)C[C@H](C)[C@@H](OC)CN(C)C2=O,-0.1,1
Cc1ccc(S(=O)(=O)N(CC(N)=O)c2ccc(Br)cc2)cc1,-0.5,-16
C[C@@H]1CN([C@@H](C)CO)C(=O)c2cc(NS(=O)(=O)c3ccc(Cl)cc3)ccc2O[C@@H](C)CCCCO[C@@H]1CN(C)S(=O)(=O)c1ccccc1,0.9,x
COCC(=O)Nc1ccc2c(c1)OC[C@@H](C)N(CC1CC1)C[C@H](C)[C@H](OC)CN(C)C2=O,-0.2,-3
Cc1ccc(-c2cc(C(=O)Nc3sc(C)c(-c4ccccc4)c3C(N)=O)c3ccccc3n2)o1,0.1,-6
NC(=O)CN1CCN(CCN2C(=O)c3cccc4cccc(c34)C2=O)CC1,-0.7,-3
CC(=O)N(C)C[C@@H]1Oc2ncc(C#CC3(O)CCCC3)cc2C(=O)N([C@@H](C)CO)C[C@@H]1C,-0.2,-2
C[C@@H]1CCCCO[C@@H](CN(C)S(=O)(=O)c2ccc(F)cc2)[C@@H](C)CN([C@H](C)CO)C(=O)c2cc(NC(=O)C3CCCCC3)ccc2O1,0.5,x
Cc1noc(C)c1S(=O)(=O)Nc1ccc2c(c1)C(=O)N([C@@H](C)CO)C[C@@H](C)[C@@H](CN(C)Cc1ccccc1)OCCCC[C@H](C)O2,0.1,x
CO[C@H]1CN(C)C(=O)c2cc(NC(=O)C3CC3)ccc2OC[C@@H](C)N(Cc2cc(F)ccc2F)C[C@H]1C,-0.2,-12
OCc1cc2c([nH]c3ccccc32)c(C(O)CO)n1 (stereo not given),0.6,1
O=C(O)CCC(=O)Nc1ccc(NC(=O)c2ccccc2)c(Cl)c1,-0.2,-9
CO[C@@H]1CN(C)C(=O)c2ccc(NS(=O)(=O)c3ccccc3F)cc2OC[C@@H](C)NC[C@H]1C,0.2,-3
CCC1CN2CCc3cc(OC)c(OC)cc3[C@@H]2C[C@@H]1C[C@H]1NCCc2cc(OC)c(OC)cc21 (stereo not given in full),-1.3,19
O=C(C[C@H]1CC[C@H](NC(=O)c2ccccn2)[C@@H](CO)O1)NCc1cc(F)cc(F)c1,-0.3,-5
O=C(CC1CC1)Nc1ccc2c(c1)[C@H]1C[C@@H](CC(=O)NC3CCCCC3)O[C@H](CO)[C@H]1O2,0.2,-5
COc1ccc(NC(=O)N(C)C[C@H]2Oc3ccc(NS(=O)(=O)c4ccccc4)cc3CC(=O)N([C@H](C)CO)C[C@@H]2C)cc1,-3.6,x
O=c1[nH]cnc2c1cnn2Cc1ccc(Cl)cc1,0.6,-18
COc1cccc(C(=O)COc2ccc(NC(=O)c3ccccc3Cl)cc2)c1,-0.3,11
[O-][NH2+]c1ccc(O)c2ncccc12,-3.5,-1
Cc1ccc(S(=O)(=O)Nc2ccc3c(c2)C(=O)N([C@@H](C)CO)C[C@@H](C)[C@@H](CN(C)C(=O)Nc2cccc4ccccc24)OCCCC[C@@H](C)O3)cc1,2.0,x

# Carrying on:
SMILES,IDH1 R132H inh,PRC2 inh
COc1ccc(NC(=O)Nc2ccc3c(c2)C(=O)N([C@@H](C)CO)C[C@@H](C)[C@@H](CN(C)C(=O)NC(C)C)O3)cc1,x,5
Oc1c(C(Nc2ccccn2)c2ccccn2)cc(Cl)c2cccnc12 (stereo not given),0.6,-77
C[C@@H]1CN([C@H](C)CO)C(=O)CCCn2nncc2CO[C@@H]1CN(C)S(=O)(=O)c1ccc(Cl)cc1,0.4,1
O=C(CN1CCOCC1)NCC[C@@H]1CC[C@@H](NC(=O)Cc2ccccn2)[C@@H](CO)O1,-0.2,2
CC(C)C#Cc1cnc2c(c1)C(=O)N([C@@H](C)CO)C[C@H](C)[C@@H](CN(C)C(=O)CC1CC1)O2,0.0,x
O=C(NO)c1ccc(C(=O)N/N=C/c2ccc3c(c2)OCCO3)cc1,-0.4,0
COc1ccccc1S(=O)(=O)N[C@H]1C=C[C@@H](CC(=O)N2CCN(C)CC2)O[C@H]1CO,-0.1,1
C[C@H]1CN([C@@H](C)CO)C(=O)c2cc(NC(=O)NC3CCCCC3)ccc2O[C@H]1CN(C)S(C)(=O)=O,x,15
COC(=O)CCCCCCC(=O)N/N=C/c1ccc(O)c(OC)c1,x,-6
COc1ccc(NC(=O)Nc2ccc3c(c2)C(=O)N([C@H](C)CO)C[C@@H](C)[C@H](CN(C)S(=O)(=O)c2cccs2)O3)cc1,0.3,x
COc1ccc(NC(=O)Nc2ccc3c(c2)C(=O)N([C@H](C)CO)C[C@H](C)[C@H](CN(C)C(=O)Nc2ccc(F)cc2)O3)cc1,0.2,-11
Cc1ccc(S(=O)(=O)Nc2cccc3c2O[C@H](CN(C)CC2CCCCC2)[C@H](C)CN([C@H](C)CO)C3=O)cc1,x,-12

# Some of the compounds tested; the hit share may differ from the screen's.
